TDP-43 yeast inh = rescues yeast growth from TDP-43 toxicity; actives 1.8% (n = 410,000); TDP-43 expressing yeast growth rescue, BacTiter-Glo, 24 h; Potency, µM (highest dose often 46.1 µM), without a hit: at the highest dose growth rescue (activation), hits mostly activators; also: potency is read from the fitted curve at half-maximal effect; % of control where 0% means no effect; nearly all actives have a fitted effect of over 50% in size
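Luminescence from BacTiter-Glo reports growth of TDP-43-expressing yeast after 24 hr at 30 deg C with compound. Cells were raffinose-pregrown to mid-log, then seeded in galactose medium at OD600=0.02.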
GLP1R ag = activates the human GLP-1 receptor; P43220; HEK293 GLP-1R CRE-luciferase, luminescence, 4-6 h; cells express a hypersensitive GLP-1R form; actives 0.007% (n = 380,000); Potency, µM (highest dose often 45.6 µM), without a hit: at the highest dose activation, most hits filed as activators; also: potency is read from the fitted curve at half-maximal effect; % of control where 0% means no effect
aSyn yeast inh = rescues yeast growth from alpha-synuclein toxicity; Yeast expressing alpha-synuclein, growth rescue, BacTiter-Glo, 24 h; Potency, µM (top dose mostly 46.1 µM), for inactives: at the highest dose growth rescue (activation), usual class: activators; actives 0.14% (n = 370,000); AID 652106; also: potency is read from the fitted curve at half-maximal effect; % of control where 0% means no effect; nearly all actives have a fitted effect of over 65% in size
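Rescue of yeast growth: cells expressing toxic alpha-synuclein, induced in galactose at OD600 0.02, incubated with compound 24 h at 30 C. ATP luminescence quantified growth; inhibitors of toxicity appear as activators.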
FUS yeast rescue = rescues growth of FUS-expressing yeast; S. cerevisiae FUS-expressing, growth rescue, OD600, 24 h; actives 0.24% (n = 390,000); Potency, µM (titrated, usually from 76.6 µM), for the others: top-dose growth rescue (activation), usual class: activators;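 also: potency is read from the fitted curve at half-maximal effect; plate controls were DMSO vehicle for no effect and reference control for full effect; nearly all actives have a fitted effect of over 55% in size; some results filed as inactive show a strong effect at the top dose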
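Compound concentration series was pinned onto galactose-induced FUS-expressing yeast seeded at OD 0.005. Plates sat 24hr at 30C; absorbance at 600 nm gave growth. DMSO served as background control.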
Abeta yeast res = restores growth of yeast expressing A-beta42 peptide | yeast expressing A-beta42, growth rescue, OD600, 48 h; response scale: 0% DMSO, 100% iron-clioquinol control | actives 0.063% (n = 410,000) | Potency, µM (titrated, usually from 46.1 µM), for the others: top-dose growth rescue, hits mostly activators; also: potency is read from the fitted curve at half-maximal effect; nearly all actives have a fitted effect of over 55% in size
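Yeast growth medium received pinned compounds, then yeast cells expressing toxic A-beta were added; plates incubated at 30 C for 48 hr. Growth read as absorbance at 600 nm, normalized to DMSO and equimolar FeCl3 plus clioquinol controls.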
Akt phos inh = inhibitors of Akt phosphorylation. activity change, % for hits at 50 µM. actives 0.32% (n = 360,000). Neuro2A IGF-stimulated pAkt S473 HTRF, 20 min; active compounds read low. AID 651550; in the data active = activity change below about -80%; inconclusive = mostly about -51% to -80%; also: % is scaled to controls: 0 for no effect and ±100 for the full control effect
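Single-point screen (50 µM final compound) in Neuro2A cells stimulated 20 min with 6 nM IGF at 37 deg C. After lysis, Ser473-phosphorylated Akt read by HTRF (ex 330 nm, em 615/665 nm) as the 665/615 ratio.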
GLP1R inv ag = inverse agonists of human GLP-1 receptor | P43220 | HEK293 GLP-1R CRE-luciferase, luminescence, 24 h; GLP-1R form is constitutively active | Potency, µM (top dose mostly 38.3 µM), without a hit: top-dose activity change, negative = inhibition, hits mostly inhibitors | actives 1.6% (n = 410,000) | AID 624417; also: potency is read from the fitted curve at half-maximal effect; % is scaled to controls: 0 for no effect and ±100 for the full control effect; nearly all actives have a fitted effect of over 55% in size
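Using stably transfected HEK293 (constitutively active GLP-1R, cAMP-luciferase reporter), compounds were incubated 24 hr and luciferase measured by luminescence.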
D3 antag = antagonists of human D3 dopamine receptor. actives 2.5% (n = 360,000). max response, negative = inhibition, %. D3R cells, DiscoveRx beta-arrestin luminescence, antagonist mode; active compounds read low; in the data active = max response below about -50%; inconclusive = no clear call, values can overlap the other calls; also: % is scaled to controls: 0 for no effect and ±100 for the full control effect; mostly tested at two doses, the higher about 12 µM
Target sequence (P35462 whole entry, looked up): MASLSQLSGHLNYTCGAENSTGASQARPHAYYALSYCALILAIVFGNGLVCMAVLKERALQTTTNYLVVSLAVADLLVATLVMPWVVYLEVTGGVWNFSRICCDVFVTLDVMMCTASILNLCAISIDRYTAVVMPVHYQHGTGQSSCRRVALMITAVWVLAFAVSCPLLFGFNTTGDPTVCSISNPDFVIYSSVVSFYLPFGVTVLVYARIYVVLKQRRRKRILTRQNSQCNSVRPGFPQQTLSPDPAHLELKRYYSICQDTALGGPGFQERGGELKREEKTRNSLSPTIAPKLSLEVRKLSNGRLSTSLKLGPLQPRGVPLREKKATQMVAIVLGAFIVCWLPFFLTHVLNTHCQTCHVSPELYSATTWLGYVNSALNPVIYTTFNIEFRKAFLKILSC
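Cells expressing the human receptor were seeded at 1500 cells/well, incubated overnight at 37 degrees C in 5% CO2, then exposed to library compounds with dopamine controls for 90 minutes at 37 degrees C before luminescent detection.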
PTHR1 agonist = PTHR1 (human) receptor agonism | Q03431 | AID 743266 | actives 0.075% (n = 410,000) | Potency, µM (titrated, usually from 115 µM), for inactives: top-dose activation, actives largely listed as activators | HEK293 GP2 PTHR1 cells, GloSensor cAMP luminescence, 1 h; also: potency is read from the fitted curve at half-maximal effect; nearly all actives have a fitted effect of over 55% in size; some results filed as inactive show a strong effect at the top dose; inactives centre near -15; many of its hits are not listed in these tables
Target sequence (Q03431 whole entry, looked up): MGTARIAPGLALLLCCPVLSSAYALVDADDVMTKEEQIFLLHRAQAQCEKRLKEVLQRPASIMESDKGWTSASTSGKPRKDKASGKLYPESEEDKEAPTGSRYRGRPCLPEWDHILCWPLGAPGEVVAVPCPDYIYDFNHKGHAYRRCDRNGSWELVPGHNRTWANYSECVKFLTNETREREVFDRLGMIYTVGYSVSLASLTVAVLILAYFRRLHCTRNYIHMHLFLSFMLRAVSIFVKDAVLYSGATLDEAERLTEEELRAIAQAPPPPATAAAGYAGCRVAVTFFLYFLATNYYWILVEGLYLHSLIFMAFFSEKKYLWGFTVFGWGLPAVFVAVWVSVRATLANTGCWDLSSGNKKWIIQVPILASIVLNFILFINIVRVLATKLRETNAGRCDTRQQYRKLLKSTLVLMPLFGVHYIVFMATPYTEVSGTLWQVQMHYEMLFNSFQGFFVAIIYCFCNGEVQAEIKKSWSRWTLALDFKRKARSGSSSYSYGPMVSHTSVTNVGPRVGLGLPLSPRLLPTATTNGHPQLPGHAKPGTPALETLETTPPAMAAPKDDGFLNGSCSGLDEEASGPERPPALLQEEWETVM
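HEK-293-derived GP2 cells expressing PTHR1 and a GloSensor cAMP reporter, 3,000/well, plated overnight, given luciferin plus IBMX (each 0.5 mM as added) for 1 h at 37 °C, then compound for 1 h at 37 °C. Luminescence was read after 15 min at room temperature.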
* hit, by the source's call; i = inactive; u = inconclusive; x = no result given; & = joins results of further samples; [ ] = dose if it differs, or a comment. Unless noted, calls follow the shape of the dose curve; as a rule, active = well fitted curve in the direction sought with a large enough effect; inconclusive = small, poorly fitted or top-dose-only effect, or another doubt; inactive = no such curve, though single readings can be large; an effect the other way counts as inactive or inconclusive. Only part of the results is shown; count on the stated rates, not on these rows.

smiles | TDP-43 yeast inh | GLP1R ag | aSyn yeast inh | FUS yeast rescue | Abeta yeast res | Akt phos inh | GLP1R inv ag | D3 antag | PTHR1 agonist
COCCNC(=O)c1ccccc1NC(=O)CN(c1ccc2c(c1)OCO2)S(C)(=O)=O | -14.5% | 4.0% | -3.8% | 23.0% | 19.4% | i | 0.0% | u | u
Cc1cc(NC(=O)CSc2nnc(C3CC3)n2Cc2ccccc2)no1 | -13.4% | -0.6% | -3.9% | -6.2% | -14.4% | i | 3.6% | u | i
CCOC(=O)C1=C(CSc2nc(-c3ccncc3)ccc2C#N)OC(N)=C(C#N)C1c1cccnc1 (stereo unspecified) | 1.9% | u | 0.0% | 27.7% | 0.0% | i | 104.2%[activator] | -20.9 | -6.1%[57.5 µM]
COc1cccc(-n2c(=O)c3ccccc3n(CC(=O)NCC3CCCO3)c2=O)c1 (stereo unspecified) | -0.6% | 1.3% | 0.7% | 6.4% | 0.7% | i | 2.2% | 4.6 | i
CC1CCN(S(=O)(=O)c2ccc3c(c2)N(CC(=O)NCCCN2CCCC(C)C2)C(=O)CS3)CC1 (stereo unspecified) | -17.8%&-5.9% | 11.0% | -1.1% | 17.0%&8.3% | 3.3%&-8.3% | i | u | -20.2 | -5.6%&3.5%
COc1cc(OC)cc(-c2c(-c3ccsc3)c3cc(Br)ccc3n2C)c1 | 10.0% | -2.2% | 2.6% | -5.9% | 3.3% | i | 8.9% | u | -2.9%
COc1ccc(CN(C(=O)c2oc3ccc(F)cc3c2C)C2CCS(=O)(=O)C2)cc1 (stereo unspecified) | -4.1% | 17.0% | 13.7% | u | 13.7% | i | -28.1% | 7.4 | -26.5%
CN(C)S(=O)(=O)c1cccc(NC(=O)Cc2ccc(-c3ccccc3)cc2)c1 | 12.4% | -6.4% | 1.1% | 37.2% | 12.8% | i | u | 6.1 | i
CC(C)C(=O)Nc1nc2c(ncn2C2CC(O)C(CO)O2)c(=O)[nH]1 (stereo unspecified) | 19.0% | 24.3% | -2.3% | -0.5% | 6.1% | i | 0.8% | 10.3 | -18.1%
Cc1ccc(NS(=O)(=O)c2ccc(C(=O)N3CCN(c4ccccn4)CC3)cc2)cc1 | 9.4% | 1.3% | 2.5% | -8.2% | -4.9% | i | u | 8.3 | -35.0%[inhibitor]
O=C(O)c1cccc(NC(=S)N/N=C/c2ccccc2OCc2cccc(Br)c2)c1 | 6.3% | 5.2% | 8.0% | x | 0.0% | i | -2.7% | 33.5 | -29.9%
O=C(NCC1CCCO1)C(C(=O)c1ccccc1)n1ccccc1=O (stereo unspecified) | -5.1% | -10.0% | 3.1% | 3.5% | 8.2% | i | 2.7% | 2.1 | i
CCCc1cc(N2CCN(c3ccccc3)CC2)n2cnnc2n1 | 20µM* | x | x | 21.1% | 1.2% | x | -20.8% | x | -24.8%
CCOC(=O)c1cc2c(nc1N)CC(C)(CC)OC2 (stereo unspecified) | -12.8% | 19.7% | -2.9% | -5.7% | 17.7% | i | 3.0% | 5.4 | i
COC(=O)[C@]1(Cc2ccccc2)N[C@H](CN(C)C(=O)Nc2ccc(F)cc2)[C@@H]2C(=O)N(C)C(=O)[C@@H]21 | -8.4% | -1.9% | 0.7% | 12.0% | -16.1% | i | 7.7% | -9.6 | 5.7%
O=c1c(Cc2c(F)cccc2Cl)c(O)ccn1CCc1ccccn1 | -3.1% | 6.7% | -4.9% | -5.8% | 1.0% | i | -6.2% | 3.4 | 4.2%
Cc1ccnc(NS(=O)(=O)c2ccc(NC(=O)c3ccc4c(c3)OCCO4)cc2)n1 | -8.1% | 2.2% | -7.7% | 3.0% | -20.6% | i | -1.9% | -4.2 | i
Cn1ccnc1SCCNC(=O)C1CCC(=O)N(Cc2ccc(Cl)cc2)C1 (stereo unspecified) | -4.2% | -2.2% | -0.1% | -19.3% | 10.2% | i | -3.3% | -3.0 | i
O=C(NC(Cc1ccccc1)C(=O)NC1CC1)OCc1ccccc1 (stereo unspecified) | 6.5% | -2.1% | 1.2% | -1.9% | 0.0% | i | -16.5% | 1.1 | i
O=S(=O)(NCc1ccccc1Cl)c1ccc(N2CCCCS2(=O)=O)cc1 | 23.9% | x | x | u | -9.9% | x | u | x | i
NC(=O)C1(c2ccccc2)CCCN1C(=O)c1ccc(Br)cc1 (stereo unspecified) | 7.1% | 0.1% | 1.8% | 5.3% | 24.4% | i | 9.1%[7.66 µM] | 17.1 | -20.3%
Cc1cccc2cc(C#N)c(NCCNS(=O)(=O)c3ccccc3)nc12 | 0.0% | 6.1% | 5.4% | 15.6% | 1.8% | i | 7.1% | 5.3 | i
COCCN(C(=O)c1ccccc1OC1CCN(S(C)(=O)=O)CC1)C(C)C | 20.9% | 13.2% | -0.6% | -38.6% | 13.3% | i | -6.9% | 1.8 | i
CS(=O)(=O)N(CC(=O)N1CCOCC1)c1ccc2c(c1)OCO2 | -0.2% | -8.6% | 6.2% | -6.2% | 9.1% | i | 0.2% | 19.7 | -9.8%[57.5 µM]
CC(C(=O)Nc1ccccc1C(F)(F)F)n1nc(-c2ccccc2)c2c(c1=O)CCCC2 (stereo unspecified) | 35.5µM* | x | x | 44.5% | -16.6% | x | u | x | i
COc1ccc(OC)c(NC(=O)CSc2nc(=O)n(Cc3ccccn3)c3c2CCC3)c1 | -9.6% | -3.8% | -7.2% | 9.8% | 2.3% | i | 8.8% | 10.7 | -15.5%
CCn1cc(C(=O)N2CCN(c3cccc(Cl)c3)CC2)c(=O)c2cc(S(=O)(=O)N3CCC(C)CC3)ccc21 | 0.4% | -4.7% | x | u | 3.7% | x | u | x | -20.3%
C/C(=N\NC(=S)NCc1ccccc1)c1ccc(C)o1 | u | -2.4% | -22.1% | -9.0% | u | i | u | -3.2 | -15.4%
Nc1ncc(S(=O)(=O)NCc2ccc(Cl)cc2)cn1 | 22.6% | x | x | -17.5% | -4.7% | x | 6.0% | x | -9.7%
CCOC(=O)c1sc(NC(=O)C(C)Oc2ccc(OC)cc2)c(C(=O)OCC)c1C (stereo unspecified) | -4.5% | x | x | -1.8% | -6.4% | x | 0.6% | x | -5.4%
CCSc1nnc(NC(=O)c2ccc(C)o2)s1 | u | -1.7% | -1.3% | 13.0% | -16.9% | i | 3.8% | 18.6 | -13.8%[57.5 µM]
CCc1ccc(CN2CCc3nc(Nc4ccccc4)ncc3C2)cc1 | 4.0% | x | x | -8.9% | 12.3% | x | u | x | -71.8%[inhibitor]
C/C(CC(=O)Nc1ccc(N(C)C)cc1)=N\NC(=O)c1ccc([N+](=O)[O-])cc1 | x | -2.6% | 10.7% | u | 21.5% | i | 3.5% | 13.0 | i
CCOc1ccc2nc(NC(=O)c3cc([N+](=O)[O-])ccc3N3CCOCC3)sc2c1 | 14.3% | -2.9% | 0.1% | -8.0% | 2.0% | i | 20.2% | 69.4 | -10.6%
CCN(CC)C(=O)c1oc2ccc(S(=O)(=O)N3CC(C)CC(C)C3)cc2c1C (stereo unspecified) | 0.0% | 16.8% | 4.4% | 37.5% | -7.8% | i | u | 4.1 | -33.5%[inhibitor]
O=C(c1ccco1)N1CCN(S(=O)(=O)c2ccc(Br)cc2)CC1 | u | 9.3% | 1.0% | 4.4% | -8.5% | i | 17.0% | 21.7 | i
O=C1CSC(c2cn(-c3ccccc3)nc2-c2cc3ccccc3oc2=O)N1Cc1ccccc1 (stereo unspecified) | -7.0% | -1.1% | -0.3% | 12.6% | 3.5% | i | -26.8% | 7.1 | -9.4%[57.5 µM]
Cc1ccc(C2C=C(c3ccccc3)Nc3nc(NS(=O)(=O)c4ccccc4)nn32)cc1 (stereo unspecified) | 14.9% | x | x | 2.3% | -8.5% | x | 2.8% | x | i
O=C(Nc1ccc(Cl)cc1)C1CCCN(C2=NS(=O)(=O)c3ccccc32)C1 (stereo unspecified) | 13.6% | 0.2% | -3.5% | x | 3.9% | i | -23.9% | 83.7 | i
Nc1ccc2nc3c(=O)n(C4CCCCC4)c(=O)[nH]c3nc2c1 | 11.2% | 8.2% | -2.1% | 7.3% | -14.7% | i | 15.7% | -0.4 | i

Three compounds from above with just PTHR1 agonist.
SMILES,PTHR1 agonist
CCOc1ccc2nc(NC(=O)c3cc([N+](=O)[O-])ccc3N3CCOCC3)sc2c1,-10.6%
CCN(CC)C(=O)c1oc2ccc(S(=O)(=O)N3CC(C)CC(C)C3)cc2c1C (stereo unspecified),-33.5%[inhibitor]
O=C(c1ccco1)N1CCN(S(=O)(=O)c2ccc(Br)cc2)CC1,i

Following part:
smiles | TDP-43 yeast inh | GLP1R ag | aSyn yeast inh | FUS yeast rescue | Abeta yeast res | Akt phos inh | GLP1R inv ag | D3 antag | PTHR1 agonist
C#CCN(C[C@H]1[C@H](OC(=O)NC2CC2)[C@H](OC(=O)NC2CC2)C[C@H]2C(=O)N(c3ccccc3)C(=O)[C@@H]12)S(=O)(=O)c1ccc(C)cc1 | 16.7% | -6.2% | -2.1% | u | 10.6% | i | 21.4% | -0.2 | -23.8%
O=C(c1ccc2c(c1)CCCC2)N1CCN(c2nc3ccc(F)cc3s2)CC1 | 7.8% | x | x | 5.1% | -7.4% | x | 1.4% | x | -32.4%[inhibitor]
C=CC(n1cncn1)C(O)(c1ccccc1)c1ccccc1 (stereo unspecified) | u | 7.1% | 28.3% | -23.3% | -54.2%[inhibitor] | i | -1.8% | -17.5 | i
Cn1c(=O)c2c(nc(CN3CCN(C(=O)c4ccco4)CC3)n2CCCO)n(C)c1=O | 13.2% | -5.0% | 1.7% | -20.8% | -6.5% | x | -1.2% | 2.9 | i
COc1cc(C(=O)Nc2ccccc2N2CCOCC2)ccc1OCC(=O)N1CCOCC1 | 5.0% | -5.3% | 0.0% | 4.3% | 6.1% | i | 2.0% | 18.3 | i

Screening data as filed in PubChem BioAssay.
